HSP90 inh: HSP90 inhibitors, primary screen, cell lysate, luminescence. 290,000 tested, 0.91% active. AID 1789, 2009. inhibition, % at 5.6 µM. Rabbit reticulocyte lysate, luciferase refolding luminescence, 3 h;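 active = inhibition above the screen-wide mean plus 3 SD, computed separately per campaign, cut at about 16% in these data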;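 also: 0% = DMSO wells and 100% = 60 µM geldanamycin wells; inhibitors lower the luminescence because luciferase stays unfolded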
GSK3beta inhib: human GSK3beta kinase inhibitors, primary screen, biochemical, cell-free homogeneous, HTS. Glycogen synthase kinase-3 beta (Homo sapiens), P49841. GST-GSK3beta kinase, ADP-Glo luminescence, 60 min; stronger effect = lower value. activity score (negative = inhibition), % at 10 µM. 300,000 tested, 0.038% active. AID 2097, 2009;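 active = more than half of replicate wells score below -50%, meaning over 50% inhibition versus plate controls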;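 also: 0% = median DMSO wells and -100% = median GW8510 positive control wells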
Target sequence (P49841 whole entry, looked up): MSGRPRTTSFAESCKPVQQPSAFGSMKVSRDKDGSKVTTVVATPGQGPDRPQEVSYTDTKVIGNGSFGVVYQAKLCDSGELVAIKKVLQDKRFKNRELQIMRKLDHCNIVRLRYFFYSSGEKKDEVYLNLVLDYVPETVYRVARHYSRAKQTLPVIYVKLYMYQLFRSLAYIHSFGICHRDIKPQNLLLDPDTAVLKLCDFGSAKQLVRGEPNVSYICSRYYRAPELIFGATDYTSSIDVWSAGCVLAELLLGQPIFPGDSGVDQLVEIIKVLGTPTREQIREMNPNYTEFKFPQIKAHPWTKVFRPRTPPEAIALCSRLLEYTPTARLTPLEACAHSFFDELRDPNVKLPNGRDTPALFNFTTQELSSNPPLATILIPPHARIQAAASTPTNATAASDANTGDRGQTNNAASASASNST
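Test system: GST-fused GSK3beta enzyme, cell-free | Quantity: 1.6 ng GST-GSK3beta enzyme per well | Reagent: 25 µM ATP with peptide substrate | Schedule: 60 min enzyme reaction, room temperature | Signal: Luminescent ADP-Glo measurement of ADP formed | Read-out basis: Score relative to plate controls | Control set: DMSO and 20 µM GW8510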
AI-2 QS modul: Vibrio harveyi AI-2 quorum sensing modulators, primary screen, JMH597 strain, luminescence/OD600 ratio; activity change, % at 7.5 µM; 300,000 tested, 0.4% active; Vibrio harveyi JMH597 AI-2 luminescence/OD600 ratio, 9 h; stronger effect = lower value; strain lacks LuxN and CqsS sensors; 0 = neutral-control median; in the data active = activity change below about -75%, passing the limit was not always enough;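 also: luminescence divided by OD600 gain over 9 h not by final OD600 alone; inactives centre near 13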
HSF1 activator: HSF-1 activators, primary screen, NIH3T3-HGL cells, MG132 stress, luminescence, single point | activation, % at 9 µM | 300,000 tested, 1.7% active | AID 504408, 2011 | NIH3T3-HGL HSF-1 luciferase reporter, 8 h; 100% = twice DMSO control signal;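 active = mean replicate activation of at least 50% with a set share of replicates each reaching 50%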;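 also: 0% = median of the neutral control wells and 100% = twice that signal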
IEC-6 cytotox: cytotoxicity in IEC-6 intestinal epithelial cells, primary screen, cytotoxicity control for KLF5 inhibitor project, cell-based, luminescence | inhibition, % at 5 µM | 290,000 tested, 0.78% active | AID 1825, 2009 | IEC-6 cytotoxicity, luminescence viability; in the data active = inhibition above about 22%;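 also: 0% = plate median of test compound wells and 100% = cytotoxic reference compound wells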
GSK3A inh: blockers of GSK3A enzyme activity – biochemical, luminescence, cell-free homogeneous, HTS, primary screen; AID 2650, 2010; GSK-3 alpha kinase, ADP-Glo luminescence, 60 min; Glycogen synthase kinase-3 alpha (Homo sapiens), P49840; 320,000 tested, 0.1% active; inhibition, % at 10 µM;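 in the data active = inhibition above about 50%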;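 also: GST-tagged GSK-3 alpha with peptide substrate and 25 µM ATP; 0% = DMSO neutral wells and 100% = GW8510 positive control wells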
Target sequence (P49840 whole entry, looked up): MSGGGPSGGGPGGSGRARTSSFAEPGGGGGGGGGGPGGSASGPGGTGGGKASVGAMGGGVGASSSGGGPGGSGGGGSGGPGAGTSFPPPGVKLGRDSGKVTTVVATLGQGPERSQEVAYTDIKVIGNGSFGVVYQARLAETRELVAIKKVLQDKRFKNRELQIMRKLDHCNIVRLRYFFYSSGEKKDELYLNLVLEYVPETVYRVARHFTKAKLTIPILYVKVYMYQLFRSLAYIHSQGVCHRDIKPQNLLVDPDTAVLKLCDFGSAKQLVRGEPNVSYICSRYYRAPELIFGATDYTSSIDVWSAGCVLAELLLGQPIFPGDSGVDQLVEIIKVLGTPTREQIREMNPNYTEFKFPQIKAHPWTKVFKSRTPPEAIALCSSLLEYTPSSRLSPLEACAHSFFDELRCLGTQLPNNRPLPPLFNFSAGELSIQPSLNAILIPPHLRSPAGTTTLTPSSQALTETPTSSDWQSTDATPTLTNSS
aSyn UTR inh: MLPCN primary screen, SNCA 5' untranslated region; inhibition, % (tested at 7.5 µM); alpha-synuclein 5'UTR reporter, inhibitor activity; 300,000 tested, 0.82% active; in the data active = inhibition above about 60%;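 also: H4 neuroglioblastoma cells stably carrying SNCA 5'UTR luciferase fusion; 0% = DMSO wells and 100% = positive control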
HIF activator: HIF pathway transcriptional activators, primary screen, cell-based, U2OS HRE-luciferase, luminescence; U2OS HRE-luciferase reporter; normalized: DMSO 0%, desferrioxamine 100%; activation, % at 7.5 µM (by protocol); 300,000 tested, 0.32% active;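 active = mean activation of at least 10% of the iron chelator positive control signal, with at least half of replicates also reaching 10%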
KLF5 inh: KLF5 expression inhibitors, primary screen, DLD-1 cells, luminescence; 290,000 tested, 0.23% active; AID 1700, 2009; DLD-1 KLF5 promoter-luciferase reporter; inhibition, % at 5 µM;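 active = inhibition above a per-plate limit of that plate's mean compound inhibition plus 3 SD, cut at about 60% in these data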;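 also: 0% = DMSO wells and 100% = LY294002 at 200 µM; higher means less KLF5 promoter-driven luciferase light; inactives centre near -14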
HSF1 inh: HSF1 inhibitors in luciferase reporter cells, primary screen, cell-based, NIH3T3, luminescence | activity change, negative = inhibition, % at 7.5 µM (by protocol) | AID 2098, 2009 | 300,000 tested, 0.77% active | NIH3T3-HGL HSE-luciferase, MG132-induced, luminescence 8 h; stronger effect = lower value;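 active = more than half of replicate wells show activity change below -50%, luminescence cut by over half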;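 also: luciferase reports HSF-1 transcriptional activity via heat shock element; 0% = median of DMSO wells and -100% = zero luminescence signal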
Active calls of the source: *; / = no result given.

1: O=[N+]([O-])c1ccc(Nc2nc(N/N=C\c3ccc4c(c3)OCO4)nc(N3CCCCC3)n2)cc1
2: Cc1cc(C(=O)NCc2ccc3c(c2)OCO3)c(C)o1
3: Cc1nc2ccccc2nc1CSc1nnc(N)s1
4: CCNc1nc(NC(C)C)nc(NS(=O)(=O)c2ccc(C)cc2)n1
5: COc1ccc(-c2nc(CS(=O)(=O)CC(=O)NC3CCCCC3C)c(C)o2)cc1 (stereo unspecified)
6: O=C(NCCSCc1ccco1)Nc1ccccc1

assay / compound	1	2	3	4	5	6
HSP90 inh	-3	2	-1	0	5	-2
GSK3beta inhib	0	-2	2	4	-1	-1
AI-2 QS modul	30	13	26	3	6	25
HSF1 activator	-24	-6	-2	-31	-6	34
IEC-6 cytotox	-4	-1	-2	11	4	-10
GSK3A inh	1	-3	9	-5	0	0
aSyn UTR inh	-23	-1	24	1	25	-61
HIF activator	1.3	0.1	-0.3	1.4	-0.2	1.3
KLF5 inh	-28	1	-42	-33	-3	-59
HSF1 inh	-22	-6	2	-14	12	4

7: Cc1ccc(C)c(OCc2cc(C(=O)N(C)Cc3nccn3C)no2)c1
8: O=C(CN1C(=O)CCS(=O)(=O)c2ccccc21)Nc1cccc(F)c1
9: COC(=O)c1ccc(N2C(=O)C3CC(C)=C(C)CC3C2=O)cc1 (stereo unspecified)
10: CC(=O)N=Cc1c(C)c(C#N)c(=O)n(C)c1O
11: CC1(C)Cc2c(sc(NC(=O)COc3ccccc3)c2C#N)C(C)(C)N1
12: Cc1ccc(Cn2nnc3c(=O)[nH]c(C4CCN(S(=O)(=O)c5ccc(C)cc5)CC4)nc32)cc1

assay / compound	7	8	9	10	11	12
HSP90 inh	-1	0	2	1	1	1
GSK3beta inhib	0	-6	2	-2	1	1
AI-2 QS modul	23	19	2	6	14	21
HSF1 activator	6	5	-7	-11	-28	-1
IEC-6 cytotox	3	6	1	3	6	2
GSK3A inh	-1	/	-1	1	-2	-2
aSyn UTR inh	-8	-11	11	-4	-18	5
HIF activator	0.4	-0.4	-0.1	-0.7	-0.8	-0.4
KLF5 inh	-46	-22	-38	-14	14	-27
HSF1 inh	3	3	-1	-1	-11	-6

13: CCCc1c(C)[nH]c2ccccc2c1=O
14: COc1ccc(/C=N/NC(=O)CCC(=O)Nc2ccccc2)cc1OC
15: CCC(C)[C@H](NC(=O)[C@@H]1CSC2c3ccccc3C(=O)N21)C(=O)N1CCCCC1 (stereo partly specified)
16: COc1ccccc1C(=O)NC(=S)N1CCc2ccccc21
17: COc1cccc(C(C)NC(=O)C2CCCO2)c1 (stereo unspecified)
18: O=C(NC(=S)NCC1CCCO1)c1cccc([N+](=O)[O-])c1 (stereo unspecified)

assay / compound	13	14	15	16	17	18
HSP90 inh	-3	-4	-1	-2	2	-1
GSK3beta inhib	1	-4	2	-1	1	-2
AI-2 QS modul	16	14	10	9	6	10
HSF1 activator	/	2	-3	-6	11	21
IEC-6 cytotox	-5	-2	-11	-3	2	4
GSK3A inh	-2	0	-9	-1	-2	-2
aSyn UTR inh	-22	-3	6	-29	-8	-7
HIF activator	0.1	0.2	-0.5	1.5	-0.8	-0.7
KLF5 inh	-12	-10	-23	-3	1	-3
HSF1 inh	/	-3	10	-2	1	1

19: Cc1cc(C)c2cc(C#N)c(SCC(=O)NCc3ccco3)nc2c1
20: Cc1ccccc1-n1c(SCC(=O)Nc2ccc3c(c2)OCO3)nnc1-c1ccccn1
21: COc1ccccc1N1CCN(C(=O)c2sc3nc(-c4ccccc4)cn3c2C)CC1
22: CN1C(=O)N(C)C2(c3ccccc3)NC(=O)NC12c1ccccc1 (stereo unspecified)
23: Cc1cc(=O)n2nc(N3CCCC(C(=O)NCc4ccccc4C)C3)sc2n1 (stereo unspecified)
24: CC1(C)CC(NC(=O)c2cccc(F)c2)CC(C)(C)N1

assay / compound	19	20	21	22	23	24
HSP90 inh	3	-1	11	3	-3	0
GSK3beta inhib	1	0	3	-2	1	1
AI-2 QS modul	0	9	7	15	25	10
HSF1 activator	11	-1	17	-14	-9	3
IEC-6 cytotox	-2	-2	3	-1	0	2
GSK3A inh	-1	1	-1	-5	-2	-3
aSyn UTR inh	-15	-2	32	-14	-8	1
HIF activator	-43	-0.5	0.0	-0.3	0.1	-8.0
KLF5 inh	-18	-6	-4	1	-16	-58
HSF1 inh	-12	-4	16	-2	-4	9

25: COc1ccc(N2CCN(S(=O)(=O)c3ccc4c(c3)NC(=O)CC(=O)N4)CC2)cc1
26: O=C(OCCNc1nc(-c2ccccc2)nc2ccccc12)c1ccncc1
27: Cc1ccnc(NS(=O)(=O)c2ccc(CC(C)C)cc2)c1
28: O=C1c2ccccc2C(=O)N1CCn1c(=O)oc2ccccc21
29: Cc1cc(C)c(NC(=O)COC(=O)C2CCC2)c(Cl)c1
30: CCCCNC(=O)c1onc(CSc2ccccc2F)c1C(=O)O

assay / compound	25	26	27	28	29	30
HSP90 inh	9	2	5	-1	3	-7
GSK3beta inhib	-8	0	8	-5	0	3
AI-2 QS modul	6	26	14	12	13	-4
HSF1 activator	-15	-5	13	21	-3	-16
IEC-6 cytotox	-5	11	-3	1	-1	-8
GSK3A inh	0	24	-2	-2	1	-5
aSyn UTR inh	-1	8	2	-4	-1	7
HIF activator	0.2	0.1	1.0	/	-0.4	-0.4
KLF5 inh	-19	3	-19	-59	-39	-20
HSF1 inh	5	-14	9	15	-6	-5

31: Cc1ccc(N(CC(=O)NC2CCCC2)C(=O)CCC(=O)Nc2ccccn2)cc1C
32: O=C(CCCOc1ccc(Cl)cc1)N1CCCCC1
33: Cc1ccc(C(C)C)cc1C(=O)CC1(O)C(=O)N(C)c2ccccc21 (stereo unspecified)
34: CC(C)(C)c1cc(NCCCn2ccnc2)n2ncc(-c3ccccc3)c2n1
35: COC(=O)C(Cc1ccccc1)NCC(=O)Nc1cccc(Cl)c1C (stereo unspecified)
36: COc1ccc(CN2C(=O)CS(=O)CC2=O)cc1OC

assay / compound	31	32	33	34	35	36
HSP90 inh	-3	0	0	3	-4	-3
GSK3beta inhib	/	2	5	-3	4	0
AI-2 QS modul	/	12	25	35	8	13
HSF1 activator	15	17	12	2	1	4
IEC-6 cytotox	3	-2	-8	-10	-9	-3
GSK3A inh	0	1	-2	9	0	-2
aSyn UTR inh	-11	-51	13	-149	10	-6
HIF activator	-4.4	1.8	-0.1	3.7	0.4	-0.2
KLF5 inh	9	-57	-11	-129	-24	-22
HSF1 inh	-9	6	3	-3	-2	6

37: O=C(CS(=O)c1cccc(C(F)(F)F)c1)Nc1ccc(Cl)cc1Cl (stereo unspecified)
38: Cc1cc(C)c(NC(=O)CSc2nc3ccc(NC(=O)CSc4nnnn4-c4ccccc4)cc3s2)c(C)c1
39: C=CCn1c(SC(C)C(N)=O)nc2sc(CC)cc2c1=O (stereo unspecified)
40: CCOc1ccc(-n2c(SCC(=O)Nc3ccc(OC)cc3)nc3sc4c(c3c2=O)CCN(C)C4)cc1
41: COc1ccc(NC(=O)CSc2ccc3nnc(CCNC(=O)c4ccccc4)n3n2)cc1OC
42: COc1ccc(N(CC(=O)NCC2CCCO2)S(=O)(=O)c2ccccc2)cc1OC (stereo unspecified)
43: COCc1nnc(NC(=O)c2ccco2)s1
44: CCCCOC(=O)C(C)Sc1n[nH]c(=O)[nH]c1=O (stereo unspecified)
45: Cc1cc(=O)[nH]c(SCc2ccc(Cl)cc2Cl)n1

assay / compound	37	38	39	40	41	42	43	44	45
HSP90 inh	0	-1	-7	5	-3	2	-2	-3	-3
GSK3beta inhib	-2	-3	0	7	2	0	2	4	0
AI-2 QS modul	18	12	23	21	20	0	6	9	8
HSF1 activator	3	-31	-1	-2	-6	-24	-4	-3	3
IEC-6 cytotox	-1	-9	2	-5	-1	6	2	-2	-9
GSK3A inh	/	1	-2	-3	-1	0	-3	2	0
aSyn UTR inh	8	2	16	0	-13	1	-41	-7	-10
HIF activator	0.0	-1.1	-0.2	-0.1	0.0	0.2	0.2	0.1	0.8
KLF5 inh	-17	5	2	-10	-23	17	-44	-10	-29
HSF1 inh	7	-28	0	2	-3	-2	1	-15	2

Entries from the list above containing a halogen:
8: O=C(CN1C(=O)CCS(=O)(=O)c2ccccc21)Nc1cccc(F)c1
24: CC1(C)CC(NC(=O)c2cccc(F)c2)CC(C)(C)N1
29: Cc1cc(C)c(NC(=O)COC(=O)C2CCC2)c(Cl)c1
30: CCCCNC(=O)c1onc(CSc2ccccc2F)c1C(=O)O
32: O=C(CCCOc1ccc(Cl)cc1)N1CCCCC1
35: COC(=O)C(Cc1ccccc1)NCC(=O)Nc1cccc(Cl)c1C (stereo unspecified)
37: O=C(CS(=O)c1cccc(C(F)(F)F)c1)Nc1ccc(Cl)cc1Cl (stereo unspecified)
45: Cc1cc(=O)[nH]c(SCc2ccc(Cl)cc2Cl)n1

assay / compound	8	24	29	30	32	35	37	45
HSP90 inh	0	0	3	-7	0	-4	0	-3
GSK3beta inhib	-6	1	0	3	2	4	-2	0
AI-2 QS modul	19	10	13	-4	12	8	18	8
HSF1 activator	5	3	-3	-16	17	1	3	3
IEC-6 cytotox	6	2	-1	-8	-2	-9	-1	-9
GSK3A inh	/	-3	1	-5	1	0	/	0
aSyn UTR inh	-11	1	-1	7	-51	10	8	-10
HIF activator	-0.4	-8.0	-0.4	-0.4	1.8	0.4	0.0	0.8
KLF5 inh	-22	-58	-39	-20	-57	-24	-17	-29
HSF1 inh	3	9	-6	-5	6	-2	7	2

Bioassay records as filed in PubChem BioAssay.

Random draw from the library. About 4.7% of those tested had a hit in this group.
